KDM5B inh: blocks human KDM5B histone demethylase activity; actives 2.6% (n = 220,000); Q9UGL1; AID 1347165; Potency, µM (top dose mostly 57.7 µM), inactives show top-dose activity change, negative = inhibition, hits mostly inhibitors; KDM5B demethylase, FDH-coupled NADH fluorescence (FDH is formaldehyde dehydrogenase); active = well fitted inhibition curve with a large enough effect; inconclusive = small, poorly fitted or top-dose-only effect; inactive = no such curve, though single readings can be large or run the other way; also: 0% is about no effect; nearly all actives have a fitted effect of over 70% in size
Target sequence (Q9UGL1 whole entry, looked up): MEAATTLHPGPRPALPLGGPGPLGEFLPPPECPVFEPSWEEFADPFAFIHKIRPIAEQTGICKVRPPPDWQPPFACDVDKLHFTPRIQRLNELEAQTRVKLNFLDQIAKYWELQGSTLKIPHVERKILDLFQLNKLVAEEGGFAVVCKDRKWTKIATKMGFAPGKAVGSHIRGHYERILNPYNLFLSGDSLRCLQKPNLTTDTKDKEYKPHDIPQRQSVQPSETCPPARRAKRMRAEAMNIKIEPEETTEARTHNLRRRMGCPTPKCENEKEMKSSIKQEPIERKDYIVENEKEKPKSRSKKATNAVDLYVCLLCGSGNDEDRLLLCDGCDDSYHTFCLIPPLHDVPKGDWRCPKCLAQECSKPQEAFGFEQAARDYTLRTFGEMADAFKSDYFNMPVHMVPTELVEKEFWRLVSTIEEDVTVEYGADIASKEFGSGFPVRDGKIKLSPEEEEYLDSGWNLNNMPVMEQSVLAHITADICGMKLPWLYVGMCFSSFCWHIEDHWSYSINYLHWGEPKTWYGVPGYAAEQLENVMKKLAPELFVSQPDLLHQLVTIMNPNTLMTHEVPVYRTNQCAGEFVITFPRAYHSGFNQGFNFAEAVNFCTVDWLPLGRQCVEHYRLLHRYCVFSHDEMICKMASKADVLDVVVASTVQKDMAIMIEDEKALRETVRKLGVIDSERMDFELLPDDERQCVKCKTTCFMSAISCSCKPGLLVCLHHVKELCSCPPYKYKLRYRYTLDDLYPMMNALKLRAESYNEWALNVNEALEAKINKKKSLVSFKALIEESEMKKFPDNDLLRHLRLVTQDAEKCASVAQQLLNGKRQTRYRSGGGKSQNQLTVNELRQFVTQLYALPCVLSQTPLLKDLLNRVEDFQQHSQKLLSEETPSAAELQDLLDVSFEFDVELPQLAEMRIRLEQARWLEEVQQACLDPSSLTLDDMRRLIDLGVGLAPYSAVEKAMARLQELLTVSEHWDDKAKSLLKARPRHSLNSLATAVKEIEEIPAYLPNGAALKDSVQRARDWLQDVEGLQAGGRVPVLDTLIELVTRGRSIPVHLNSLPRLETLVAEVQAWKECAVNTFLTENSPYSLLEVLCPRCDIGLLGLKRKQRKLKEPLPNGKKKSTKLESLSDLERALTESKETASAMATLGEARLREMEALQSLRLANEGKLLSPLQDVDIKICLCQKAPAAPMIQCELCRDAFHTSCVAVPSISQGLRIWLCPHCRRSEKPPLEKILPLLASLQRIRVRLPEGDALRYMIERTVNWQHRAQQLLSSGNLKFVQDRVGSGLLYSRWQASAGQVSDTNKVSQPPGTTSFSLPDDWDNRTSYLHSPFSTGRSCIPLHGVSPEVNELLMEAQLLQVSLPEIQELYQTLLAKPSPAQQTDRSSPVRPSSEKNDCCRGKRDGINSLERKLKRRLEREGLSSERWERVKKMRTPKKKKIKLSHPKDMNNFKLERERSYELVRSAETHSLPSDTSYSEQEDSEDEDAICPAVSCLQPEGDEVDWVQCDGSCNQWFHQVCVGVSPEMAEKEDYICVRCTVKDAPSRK
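Measured: NADH fluorescence change, 30 min, RT. System: KDM5BΔAP 200 nM final, H3K4me3 peptide, α-KG, Fe(II), ascorbate, NAD⁺ plus FDH, pH 7.5 HEPES. Compounds: titrated, 10 min pre-incubation with enzyme.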
* = called active by the depositor; ? = inconclusive; [ ] = remark or other dose. Potency is read from the fitted curve at half-maximal effect. The list is partial (hit frequency here may not be typical).

nr | KDM5B inh | SMILES
1 | -3% | O=C(NCc1noc(-c2ccco2)n1)c1ccc(Br)cc1
2 | ? | CCc1cccc(NC(=O)CN2c3ccccc3S(=O)(=O)c3ccccc32)c1
3 | ? | COCCOc1ccc(-c2ccc(C#N)cc2)cc1
4 | ? | N#Cc1c(SCCN2CCOCC2)nc(N2CCCCC2)c2c1CCCC2
5 | 6% | COc1ccc(OC)c2sc(N3CCN(C(=O)C4CC4)CC3)nc12
6 | ? | COc1ccc(OCC(=O)Nc2cccc(-c3nc4cc(C)ccc4o3)c2)cc1
7 | -8% | O=C1CC(c2ccccc2)N(C(=O)C2CC2)CCCN(C(=O)CC2CCCCC2)CCN1 (stereo not drawn)
8 | -7% | CCN(CC)S(=O)(=O)c1ccc2c(c1)c(=O)c(C(=O)NCCc1ccccc1)cn2C
9 | ? | Cc1cccc(Cn2c(N3CCN(c4ccccn4)CC3)nc3c2c(=O)n(C)c(=O)n3C)c1
10 | 18% | CCOc1ccccc1NC(=O)Nc1cc(S(=O)(=O)N(C)C)ccc1C
11 | 11% | Cc1nn(-c2nc3ccccc3o2)c2c1C(c1cccc(C(F)(F)F)c1)CC(=O)N2 (stereo not drawn)
12 | ? | CCOc1cccc(CNC(=O)c2ccc3c(c2)N(S(C)(=O)=O)CC3)c1
13 | 26% | c1ccc(-c2nnc(-c3ccccc3)nn2)cc1
14 | 22% | CN(C)N1C(N)=C(C#N)C(c2ccc(Br)cc2)C2=C1CCCC2=O (stereo not drawn)
15 | -9%[86.2 µM] | CC[C@H]1CN(S(C)(=O)=O)CC[C@H]1CC(=O)NCCSC
16 | 6% | CCc1ccc(NC(=O)c2ccc3c(Cl)c4c(nc3c2)CCCC4)cc1
17 | 14% | O=C(NC1CCCC1)c1ccc(C(F)(F)F)cn1
18 | -8% | O=C(Cc1ccc(Cl)cc1)Nc1cccc(-c2nnc3n2CCCC3)c1
19 | -11% | CC1CC1C(=O)Nc1cc(C(C)(C)C)ccc1O (stereo not drawn)
20 | -20% | CCOc1ccc(-n2c(Cc3ccccc3)nnc2SCc2nc(-c3cccs3)no2)cc1
21 | 13%[86.2 µM] | O=C(c1ccno1)N1C[C@@H]2OCC(=O)N(Cc3ccc(F)cc3)[C@@H]2C1
22 | ? | COc1ccc(CNCc2cccc3[nH]ccc23)cc1
23 | 29% | COc1ccc(C(=O)N2CCC(C(=O)NC3CC3)CC2)cc1
24 | -2% | Cc1ccc(NC(=O)C(=O)NCC(c2cccnc2)N2CCOCC2)cc1Cl (stereo not drawn)
25 | ? | CC(OC(=O)c1ccccc1O)C(=O)Nc1ccc2c(c1)OCO2 (stereo not drawn)
26 | 10% | Cc1ccc(C(=O)OCC(=O)c2cccs2)cc1O
27 | 8% | CCNC(=O)c1cccc(NC(=O)/C=C/c2sccc2C)c1
28 | 18% | O=C(NN1CCOCC1)c1ccn(COc2ccc(Br)cc2)n1
29 | ? | COc1ccc(NC(=O)c2c(N)c(C(=O)c3ccc(OC)cc3)n3ccccc23)cc1
30 | ? | CCC1=C(C(=O)OC)C(c2ccccc2OC)N2C(CC(=O)NCc3ccco3)=CSC2=N1 (stereo not drawn)

Shown field by field: four of the compounds above.
26) Cc1ccc(C(=O)OCC(=O)c2cccs2)cc1O
  KDM5B inh: 10%

16) CCc1ccc(NC(=O)c2ccc3c(Cl)c4c(nc3c2)CCCC4)cc1
  KDM5B inh: 6%

24) Cc1ccc(NC(=O)C(=O)NCC(c2cccnc2)N2CCOCC2)cc1Cl (stereo not drawn)
  KDM5B inh: -2%

19) CC1CC1C(=O)Nc1cc(C(C)(C)C)ccc1O (stereo not drawn)
  KDM5B inh: -11%

Carrying on:
nr | KDM5B inh | SMILES
31 | 23% | CCCOc1ccc(Br)cc1C1C(C(=O)OCC)=C(C)Nc2nnnn21 (stereo not drawn)
32 | ? | COc1ccc(Cn2c3c(c(=O)n2Cc2ccccc2)CCN(CC2CCOC2)C3)cc1 (stereo not drawn)
33 | ? | COc1ccccc1NC(=O)C1=C(C)Nc2nc(-c3ccco3)nn2C1c1ccccc1 (stereo not drawn)
34 | 14% | CCC(=O)Nc1ccc(-c2csc(NCCN(CC)CC)n2)cc1
35 | 35µM* | O=C(NC1CCN(c2nc3ncccc3o2)CC1)c1ccccc1
36 | -8% | CCOc1ccc(C(=O)N2CC(c3nnc(C(C)C)o3)C3(CCOCC3)C2)cc1OCC (stereo not drawn)
37 | -32% | Cc1cc(C(F)(F)F)nn1CC(=O)NCC(=O)N1CCCCCNC(=O)CC1c1ccccc1 (stereo not drawn)
38 | ? | COc1cccc(C2C(C(=O)Nc3ccccc3OC)=C(C)Nc3nc(-c4ccco4)nn32)c1 (stereo not drawn)
39 | -18% | NC(=O)c1cc[nH]c1C1CCCN(C(=O)c2ccc3ccccc3n2)C1 (stereo not drawn)
40 | ? | Cc1ccc(CN2C(=O)[C@@H]3C[C@@H](O)CN3C3(CN(Cc4cccnc4)C3)C2=O)o1
41 | 9% | O=C1CCCCC(CNC(=O)c2cn[nH]c2-c2ccccc2)N1 (stereo not drawn)
42 | 4% | COCCNC(=O)c1nc(-c2ccc3cc[nH]c3c2)no1
43 | 28% | COC(=O)[C@H](C)N(Cc1cn(Cc2ccccc2)nn1)S(=O)(=O)c1ccccc1Br
44 | -7% | CCC1CCc2c(sc3ncn4nc(Cn5nc(C(F)F)cc5C)nc4c23)C1 (stereo not drawn)
45 | -36%[86.2 µM] | COc1cncc(Nc2ncc(-c3cccnc3)c3c2OCC3)c1
46 | 7% | CC(C)N1C[C@H](C(=O)N2CCC(Cc3ccccc3)CC2)[C@H](C(=O)O)C1
47 | -19% | CNC(=O)[C@H]1C[C@H](Oc2cccnc2)CN1C(=O)NCc1ccccc1
48 | 23%[149 µM] | O=C1Nc2ccccc2C12CCN(Cc1ccccc1)C2 (stereo not drawn)
49 | ? | CCOc1cccc(CNC(=O)c2cc3n(n2)CC(c2ccc(Cl)cc2)OC3)c1 (stereo not drawn)
50 | ? | CCOc1ccc(Br)cc1C1C(C(=O)OC)=C(C)NC2=C1C(=O)c1ccccc12 (stereo not drawn)
51 | 21% | CC(C)c1cnc2c(c1SC1CCCC1)c(=O)n(C)c(=O)n2C
52 | 10% | CCc1ccccc1NC(=O)CSc1nnc([C@@H](N)CC(C)C)o1
53 | ? | Cc1cn2nc(C(=O)N3CCC(C(N)=O)CC3)cc2c(N2CCCC2)n1
54 | -7% | CCc1nc(-c2c3n(c(=O)n(CC(=O)Nc4ccccc4C)c2=O)CCCCC3)no1
55 | ? | CCCC(=O)Nc1cccc(-c2cn3cccnc3n2)c1
56 | 24% | COc1ccc(C(=O)NC[C@H]2O[C@@H](CC(=O)N3CCN(c4ccccc4)CC3)[C@H](O)[C@@H]2O)cc1
57 | ? | CCC(C)NC(=O)COc1ccc2c(C)cc(=O)oc2c1 (stereo not drawn)
58 | -24% | Cc1nc(N)nc(C)c1CC(=O)N1CC[C@@H](NC(=O)c2cccnc2)[C@H](O)C1
59 | ? | O=C1CCN(C(=O)c2cccs2)CCCC(C(=O)N2CCN(c3ccccn3)CC2)CCN1 (stereo not drawn)
60 | 11% | CC(Sc1ncnc2nc[nH]c12)C(=O)NCCc1c[nH]c2ccccc12 (stereo not drawn)
61 | ? | Cc1oc(-c2cccs2)nc1CC(=O)N1CCC(C(=O)NCc2ccccc2)CC1
62 | 15% | CCCC1CCC(=NNC(=S)NCc2ccccc2)CC1 (stereo not drawn)
63 | -16% | Cc1cccc2sc(N(Cc3cccnc3)C(=O)Cc3ccccc3)nc12
64 | 15% | O=C(NC[C@H]1O[C@@H](CC(=O)N2CCN(c3ccc(F)cc3)CC2)[C@H](O)[C@@H]1O)c1ccc(F)c(Cl)c1
65 | 10% | Cc1cc(C(F)(F)F)nc(CCNC(=O)c2cn(CCCc3ccccc3)nn2)n1
66 | -32% | COc1ccc(-n2c(=O)c3c(n2Cc2ccccc2)CN(C(=O)CNC(C)=O)CC3)cc1
67 | 15% | O=C(Nc1ccccc1)c1nn(C2CCS(=O)(=O)C2)c2c1CCCC2 (stereo not drawn)
68 | ? | CCOC(=O)c1c(-c2ccccc2)oc2ccc(N(C(C)=O)S(=O)(=O)c3ccc(CC)cc3)cc12
69 | ? | CC(C(=O)NC1CCCC1)N1CCN(Cc2ccccc2)CC1 (stereo not drawn)
70 | 1% | COc1ccc(-c2noc(CSc3nc4ccccc4o3)n2)cc1
71 | -15% | CC(C(=O)NCc1ccccc1)N1C(=O)COc2ccc(C(=O)COc3ccc(Cl)cc3)cc21 (stereo not drawn)
72 | 28%[86.2 µM] | Cc1csc(NC(=O)[C@@H]2CCC[C@@H](NC(=O)c3ccccc3)CN(C)C(=O)C2)n1
73 | 0% | COC(=O)[C@H](NC(=O)[C@@]1(O)C[C@@H](O)[C@H](O)[C@@H](NC(=O)Nc2ccc(OC(F)(F)F)cc2)C1)C(C)C
74 | 35%[activator] | O=C(N1CCOCC1)C1(CCO)CC12CCOCC2 (stereo not drawn)
75 | 28µM* | Cc1ccc(C(=O)N2CCCn3cc(-c4cccc(C#N)c4)nc32)cn1
76 | ? | CCOC(=O)CNC(=O)N1CCN(S(=O)(=O)c2ccc3c(ccn3C)c2)CC1
77 | -30% | O=C(CCCN1C(=O)COc2ccc(C(=O)COc3cccc(Cl)c3)cc21)NCC1CC1
78 | -20% | CNC(=O)C1CCN(Cc2cc3ccccc3n2Cc2ccccc2C)CC1
79 | -25% | CN1C(=O)C2(SCC(=O)N2c2cccc(C(F)(F)F)c2)c2ccccc21 (stereo not drawn)
80 | 7% | O=C(O)CCc1ccccn1
81 | 4% | Cc1cc(C)c(S(=O)(=O)N2CCN(C)CC2)cc1Br
82 | 10% | COc1ccc(-c2c(C)c3cc(OC(C)=O)ccc3oc2=O)cc1OC
83 | 8% | CN(C)C[C@@H]1CN(Cc2ccccc2)C[C@H]1NS(=O)(=O)c1cccnc1
84 | -10% | CC1CCCN(C(=O)Cn2ccn3nc(-c4ccccc4)c(CO)c3c2=O)C1 (stereo not drawn)
85 | -22% | Cc1cc(C)c(CNC(=O)c2cccc(CCC(C)(C)O)c2)cn1
86 | -23% | COc1cc(NC(=O)c2ccccc2)ccc1NC(=O)c1cc2ccccc2o1
87 | -3% | Clc1ccc(C2Cn3nnc(-c4nc(-c5cccc(Br)c5)no4)c3CO2)cc1 (stereo not drawn)
88 | 13% | O=C(C1CCCC1)N1CCC2(CC1)N(Cc1cccc(F)c1)C(=O)CS2=O (stereo not drawn)
89 | 2% | CCCCn1c(Cn2ccnc2C)nc2cc(NC(=O)c3ccccc3C)ccc21
90 | 1% | Cc1cc(C)cc(NC(=O)N2CCCC(c3noc(COc4ccccc4)n3)C2)c1 (stereo not drawn)

Additional results follow.
nr | KDM5B inh | SMILES
91 | -2% | CCCCn1c(SCC(=O)N2CCc3ccccc32)nnc1-c1ccncc1
92 | 11% | O=C(NCc1noc2ccccc12)Nc1ccc(F)cc1F
93 | -3% | O=C(Cn1nc(-c2ccccc2)c2c(c1=O)CCCC2)Nc1ccc(F)c(Cl)c1
94 | 9% | COc1ccc(/C=N/NC(=O)Cn2cnc3c2c(=O)n(C)c(=O)n3C)c(OC)c1OC
95 | 1% | CN(Cc1ccc2nonc2c1)C(C(=O)O)c1ccc(-c2ccn[nH]2)cc1 (stereo not drawn)
96 | 2%[86.2 µM] | O=c1c2nc(-c3ccncc3)ccc2ncn1-c1ccccc1
97 | -10% | Cn1c(=O)c2[nH]c(NCc3ccc4c(c3)OCO4)nc2n(C)c1=O
98 | 27% | CSc1ccccc1NC(=O)c1ccccc1C(F)(F)F
99 | ? | O=C(Nc1cc(F)ccc1F)c1cc(-c2ccco2)nc2ccccc12
100 | 8% | Cn1c(CC2CCS(=O)(=O)C2)nnc1SCC(=O)Nc1ccc(-c2ccccc2)cc1 (stereo not drawn)
101 | 17% | N[C@@H]1CCN(C(=O)c2ccccc2OC(F)(F)C(F)F)C[C@H]1O
102 | -7% | CCN(CCCNC(=O)c1nn(-c2ccc(OC)cc2)c(=O)c2ccccc12)Cc1ccccc1
103 | ? | Cc1cc(C)c(NC(=O)Cn2ccn3nc4c(c3c2=O)CCCC4)c(C)c1
104 | 5% | Cc1ccc(NC(=O)Cn2cc(C(=O)c3ccco3)c3ccccc32)cc1C
105 | 15% | CC(=O)c1ccc(NC(=O)N[C@H]2C[C@@](O)(C(=O)N[C@H](CC(C)C)C(N)=O)C[C@@H](O)[C@@H]2O)cc1

4 structures from above, sorted by molar mass, largest number first.
nr | KDM5B inh | SMILES
76 | ? | CCOC(=O)CNC(=O)N1CCN(S(=O)(=O)c2ccc3c(ccn3C)c2)CC1
79 | -25% | CN1C(=O)C2(SCC(=O)N2c2cccc(C(F)(F)F)c2)c2ccccc21 (stereo not drawn)
101 | 17% | N[C@@H]1CCN(C(=O)c2ccccc2OC(F)(F)C(F)F)C[C@H]1O
42 | 4% | COCCNC(=O)c1nc(-c2ccc3cc[nH]c3c2)no1

The results go on.
nr | KDM5B inh | SMILES
106 | -3% | COc1ccc(C)cc1NC(=O)c1cc(S(=O)(=O)N2CCC(C)CC2)cn1C
107 | 11% | CC1CCN(CC(=O)NCCc2c[nH]c3ccccc23)CC1
108 | 3% | Fc1ccccc1-c1csc(NCc2ccco2)n1
109 | 31% | C/C(=N\NC(=O)CCc1ccccc1)c1ccccc1
110 | -11% | O=C(c1ccccc1Cl)N1CCc2nc(C3CC3)nc(-c3ccc(O)cc3)c2CC1
111 | 7% | COc1ccc2cc(-c3nnc(Nc4ccccc4)s3)c(=O)oc2c1
112 | -7% | O=C(OCC(=O)N1CCOCC1)c1cccc(S(=O)(=O)N2CCCc3ccccc32)c1
113 | 12% | CCn1ncc(CN2C[C@@H](CO)[C@H](NC(=O)c3ccccc3)C2)c1C
114 | 6% | O=S(=O)(c1cc(F)cc(F)c1)N1CCN(Cc2ccc3c(c2)CCO3)CC1
115 | 6% | Cc1c(CC(=O)NCC(F)(F)F)c2c(n1Cc1ccccc1F)CCCC2=O
116 | -15% | O=C(Nc1ccc(Cl)c(C(F)(F)F)c1)c1ccc2c(c1)CCN2S(=O)(=O)c1ccccc1
